# CHO-K1 Ca PAM: counter-screen for M1 PAMs: effect in parental CHO-K1 cells; ATP EC20, Fluo-8 calcium fluorescence; 0% at ATP EC20, 100% at ATP max; activation, % at 3 µM; hit rate 0.02% among 360,000; AID 602247;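 active = activation above the run cutoff, the mean activation of all test compounds plus 3 SD, cut at about 40% in these data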;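 also: peak over basal fluorescence ratio in a 140 s read after ATP addition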
# TAAR1 ag: agonists of human TAAR1. Q96RJ0. CHO RD-HGA16 TAAR1, Fluo-8 calcium fluorescence; vehicle wells 0%, saturating PEA agonist 100%. activation, % at 3 µM. hit rate 0.99% among 360,000;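 active = activation above the mean activation of all test compounds in the run plus 3 SD, cut at about 38% in these data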
# Target sequence (Q96RJ0 whole entry, looked up): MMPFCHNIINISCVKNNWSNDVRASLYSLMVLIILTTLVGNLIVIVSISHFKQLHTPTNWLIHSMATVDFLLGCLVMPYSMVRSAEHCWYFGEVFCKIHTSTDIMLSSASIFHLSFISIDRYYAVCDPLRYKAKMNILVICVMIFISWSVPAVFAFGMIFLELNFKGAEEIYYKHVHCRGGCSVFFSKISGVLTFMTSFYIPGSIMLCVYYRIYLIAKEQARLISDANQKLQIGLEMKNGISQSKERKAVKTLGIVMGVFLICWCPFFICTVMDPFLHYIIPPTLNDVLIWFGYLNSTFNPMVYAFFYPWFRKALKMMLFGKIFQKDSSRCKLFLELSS
#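 Repeats: no replicates (n 1) | Material: CHO-derived RD-HGA16 cells with stable Gα16 and human TAAR1 | Technique: Kinetic Fluo-8 calcium fluorescence | Schedule: 17-24 h seeding, 75 min 37 °C dye, 30 min RT | Evaluation: % activation from peak over basal fluorescence ratio, DMSO-to-PEA scaled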
# CHRM5 PAM: potentiates acetylcholine response at human M5 receptor; P08912; hit rate 0.3% among 360,000; activation, % at 3 µM; CHO-K1 hM5, Fluo-8 calcium, ACh EC20 PAM; 0% = ACh EC20, 100% = ACh EC100;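 active = activation above the run cutoff, the mean activation of all test compounds plus 3 SD, cut at about 18% in these data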
#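 Assay system: CHO-K1 hM5 cells / Incubation: Fluo-8 loading 80 min at 37 °C plus 30 min room temperature / Technique: Fluo-8 calcium dye fluorescence, kinetic read / Repeats: single replicate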
# CRFBP-R2 agonist: CRF-BP/CRF-R2 complex agonism. activation, % at 13.2 µM. HEK293 CRF-R2/CRF-BP, calcium dye fluorescence (FLIPR); percent of saturating CRF peptide response. hit rate 0.46% among 350,000. AID 588473;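 active = activation of at least 50%, plus an integration ratio under a set limit after plate pattern correction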;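 also: plate controls were neutral control wells without compound for no effect and CRF at EC100 for full effect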
# M4 PAM: positive allosteric modulators of human muscarinic M4 receptor. P08173. CHO-K1 hM4/Gqi5, Fluo-8 calcium fluorescence, ACh EC20; 0% = ACh EC20, 100% = maximal ACh. activation, % at 3 µM. hit rate 0.4% among 360,000;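 active = activation above its plate's cutoff, the mean activation of sample wells plus 3 SD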; also: some results filed as inactive read as strong as hits
# Target sequence (P08173 whole entry, looked up): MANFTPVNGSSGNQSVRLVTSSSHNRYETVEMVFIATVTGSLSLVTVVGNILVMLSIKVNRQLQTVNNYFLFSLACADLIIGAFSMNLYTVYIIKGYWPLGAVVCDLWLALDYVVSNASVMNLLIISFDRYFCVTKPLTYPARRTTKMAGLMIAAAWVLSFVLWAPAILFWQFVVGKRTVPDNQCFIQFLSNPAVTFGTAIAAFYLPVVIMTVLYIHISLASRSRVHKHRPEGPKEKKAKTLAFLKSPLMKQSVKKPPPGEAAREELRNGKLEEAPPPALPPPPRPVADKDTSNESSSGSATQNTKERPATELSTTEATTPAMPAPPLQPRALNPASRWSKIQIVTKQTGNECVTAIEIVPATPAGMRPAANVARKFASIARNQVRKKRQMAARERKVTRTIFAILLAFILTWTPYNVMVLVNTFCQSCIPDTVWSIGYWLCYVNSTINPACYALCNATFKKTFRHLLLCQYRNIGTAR
# TAAR1 antagonist: human TAAR1 antagonism | hit rate 1.5% among 360,000 | inhibition, % at 3 µM | CHO RD-HGA16 TAAR1, Fluo-8 calcium fluorescence, antagonist;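 active = inhibition above a per-plate cutoff, the mean inhibition of test compounds on that plate plus 3 SD, cut at about 49% in these data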;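 also: 0% = DMSO plus EC80 beta-PEA response and 100% = DMSO alone without agonist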
#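 Material: RD-HGA16 CHO cells with stable hTAAR1 and Gα16; Dosing: single nominal final test compound concentration of 3 µM; Schedule: seeding 17-24 h prior, 75-min 37 °C, 30-min RT dye loading; Detection: kinetic Fluo-8 calcium fluorescence measurement; Measure: % inhibition from peak post-agonist over basal fluorescence ratio; Benchmarks: vehicle and agonist controls.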
# M5 ag: agonists of human muscarinic M5 receptor (CHRM5); CHO-K1 hM5 cells, Fluo-8 calcium fluorescence; 0% DMSO wells, 100% maximal acetylcholine response; activation, % at 3 µM; hit rate 0.19% among 360,000; AID 624037;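 active = activation above the run's mean over test compounds plus 3 SD, cut at about 23% in these data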;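 also: signal is peak over basal fluorescence ratio across the kinetic read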
# CHRM5 antagonist: antagonists of human muscarinic M5 receptor (CHRM5) | P08912 | CHO-hM5 cells, Fluo-8 calcium fluorescence, ACh EC80 | inhibition, % at 3 µM | hit rate 0.59% among 360,000 | AID 624040;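 active = inhibition above a per-plate cutoff, the mean of that plate's test compounds plus 3 SD, cut at about 27% in these data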;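 also: 0% = acetylcholine EC80 with DMSO and 100% = DMSO without agonist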
# CRFBP-R2 block: antagonists of CRF-binding protein/CRF-R2 receptor complex; inhibition, % at 11.8 µM; HEK293 CRF-R2/CRF-BP, CRF-induced calcium fluorescence; hit rate 0.59% among 350,000;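 active = inhibition of the ligand-induced calcium signal above about 50% at the single tested concentration, limit read from the data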
# * = called active by the depositor; · = not tested or not shown. Rows are unselected; any-hit rate near 4.2%.
SMILES,CHO-K1 Ca PAM,TAAR1 ag,CHRM5 PAM,CRFBP-R2 agonist,M4 PAM,TAAR1 antagonist,M5 ag,CHRM5 antagonist,CRFBP-R2 block
Cc1c(NC(=O)CN2C(=O)NC(C)(c3ccc4c(c3)OCCO4)C2=O)c(=O)n(-c2ccccc2)n1C (stereo unspecified),16,6,3,-0.2,14,-2,1,2,11
CCCCN(Cc1ccccc1)C(=O)c1cnc2n(c1=O)CCS2,8,10,1,4.8,-4,6,-7,0,-20
C/C(=N\NC(=O)CNC(=O)C(c1ccccc1)c1ccccc1)c1ccc(C(C)(C)C)cc1,-7,25,-4,-1.6,1,-1,-1,4,19
COc1ccc(NC(=S)N2CCN(C(=O)c3ccco3)CC2)c(OC)c1,18,4,-4,0.2,0,-1,-2,7,-4
Cc1ccc(-c2nn(Cc3ccccc3)cc2C(=O)NCC2CCCO2)cc1 (stereo unspecified),8,3,-5,1.3,5,-9,1,10,-6
CCCc1ccc(OCc2ccc(C(=O)NN)o2)c(OC)c1,13,3,-2,-0.1,-1,-1,1,-4,3
CCOC(=O)N1CCN(C(=O)c2ccccc2N(Cc2ccccc2)S(=O)(=O)c2ccc(OC)cc2)CC1,-3,6,9,1.5,-5,20,-3,-1,3
CC(=O)Nc1cc(C(F)(F)F)ccc1N1CCOCC1,-1,3,-1,-1.6,5,7,-4,-6,-6
CCn1c(SCCN2CCCCC2)nnc1-c1ccc(S(=O)(=O)N2CCOCC2)cc1,-2,1,-2,-1.2,-17,5,-17,12,7
Cc1cc(S(=O)(=O)NCc2ccco2)c(C)cc1Cl,14,-1,2,1.9,9,7,-4,4,2
Cc1nc2c(C)cccc2c2c1CCS2,11,1,1,0.5,3,-34,-3,0,-4
C[C@@]12CCC=C[C@H]1[C@H](c1ccc(F)c(/C=C/c3ccccc3)c1)N(Cc1ccccc1)C2=O,-15,1,-1,3.8,12,11,2,-7,-6

# A few values from above.
# CC(=O)Nc1cc(C(F)(F)F)ccc1N1CCOCC1 in CHO-K1 Ca PAM = -1
# Cc1nc2c(C)cccc2c2c1CCS2 in TAAR1 antagonist = -34
# CCn1c(SCCN2CCCCC2)nnc1-c1ccc(S(=O)(=O)N2CCOCC2)cc1 in CRFBP-R2 block = 7

# Other results
SMILES,CHO-K1 Ca PAM,TAAR1 ag,CHRM5 PAM,CRFBP-R2 agonist,M4 PAM,TAAR1 antagonist,M5 ag,CHRM5 antagonist,CRFBP-R2 block
CCOc1ccc(/C=C2\SC(=S)N(C)C2=O)cc1OC,9,2,17,1.3,-4,-35,8,-15,5
COc1ccc(-c2[nH]ncc2CN2CCCOc3c(cccc3OC)C2)c(OC)c1,10,2,0,-0.9,-3,-3,-2,-10,21
CC(C)c1ccc(-c2cc(C(=O)N3N=C(C(F)F)CC3(O)C(F)F)c3ccccc3n2)cc1 (stereo unspecified),-11,8,-13,1.8,-2,12,-4,6,-57
O=C(Cn1ccc([N+](=O)[O-])n1)NCc1cccnc1,-6,7,2,0.8,-2,-2,1,4,2
COc1ccc(S(=O)(=O)N(C)C)cc1NC(=O)Cc1ccc(S(=O)(=O)N2CCOCC2)s1,-20,1,4,0.0,9,-4,1,-11,0
CNC(=O)Nc1ccc2nc(C)sc2c1,16,0,4,-1.2,-3,6,0,3,8
O=[N+]([O-])c1ccc2c(c1)CCN2,-21,0,9,-2.5,5,-8,5,4,14
CC(=O)c1ccc(S(=O)(=O)NCCC(=O)N2CCN(c3ccccn3)CC2)cc1,7,4,2,-0.9,2,-17,-1,1,-1
CCCOc1ccc(Cn2c(O)cc(=O)[nH]c2=O)cc1,2,5,0,5.0,0,-9,1,-7,9
Nc1ccccc1S(N)(=O)=O,-6,1,0,-2.5,-6,4,0,-5,19
Nc1ccccc1-n1c(=O)n(Cc2ccccc2F)c(=O)c2[nH]cnc21,20,14,11,3.9,6,4,-3,-6,-13
O=C(CN1CCN(c2ccc(O)cc2)CC1)Nc1ccc(-c2ccccc2)cc1,-24,4,1,0.2,-4,-18,-1,10,-10
Cc1ccc(C(=O)O/N=C(\N)c2ccccn2)cc1,20,0,6,-1.6,6,-14,-5,0,0
O=C(CCCCCNC(=O)c1ccccc1)C[N+](=O)[O-],9,0,2,0.0,-5,5,2,8,-3
OCCC1CN(Cc2nc3c(s2)CCCC3)CCN1CCc1ccccc1 (stereo unspecified),-10,4,-1,-1.7,-6,-2,-8,-2,13
CC(C)NC(=O)c1cc2cc([N+](=O)[O-])ccc2s1,13,7,-4,1.3,6,-7,3,-5,10
CCC(C)Sc1nnc(NC(=O)c2ccco2)s1 (stereo unspecified),15,3,-5,-1.1,-2,-2,-1,5,2
CCCCN1C(N)=NC[C@@H]1Cc1ccc(O)cc1,6,0,-5,1.2,5,17,-3,9,-5
CNc1ncnc2c1ncn2[C@H]1CN(Cc2ccccc2)C[C@@H](CO)O1,2,1,-4,·,3,3,2,-1,·
C=CCn1c(-c2cccc(Cl)c2)n[nH]c1=S,20,3,-2,-3.3,11,1,-1,6,-4
Nc1nc2ccc(Cl)cc2cc1C(=O)NC1CC1,3,-1,0,·,-1,4,2,-6,·
CC(C)n1cc(/C=C2/SC(=O)N(CC(=O)N3CCCC3)C2=O)c2ccccc21,8,3,-9,0.3,4,6,-8,4,28
C=CCOc1cccc(C(=O)N2CCCC(Nc3ccc(F)cc3)C2)c1 (stereo unspecified),4,4,4,-3.0,-1,-9,-1,-9,7
COc1cccc(C2C(C(=O)Nc3ccc(C)cc3C)=C(C)Nc3ncnn32)c1OC (stereo unspecified),8,2,-6,1.4,6,-1,-3,12,-1

# By substructure: those above containing a thiophene ring, fused or not
SMILES,CHO-K1 Ca PAM,TAAR1 ag,CHRM5 PAM,CRFBP-R2 agonist,M4 PAM,TAAR1 antagonist,M5 ag,CHRM5 antagonist,CRFBP-R2 block
COc1ccc(S(=O)(=O)N(C)C)cc1NC(=O)Cc1ccc(S(=O)(=O)N2CCOCC2)s1,-20,1,4,0.0,9,-4,1,-11,0
CC(C)NC(=O)c1cc2cc([N+](=O)[O-])ccc2s1,13,7,-4,1.3,6,-7,3,-5,10

# Later entries:
SMILES,CHO-K1 Ca PAM,TAAR1 ag,CHRM5 PAM,CRFBP-R2 agonist,M4 PAM,TAAR1 antagonist,M5 ag,CHRM5 antagonist,CRFBP-R2 block
O=S(=O)(c1cccc(Cl)c1Cl)N1CCN(C(=S)NCCCN2CCOCC2)CC1,-8,7,-2,11,-8,13,-12,-4,22
CCCc1cc(C(=O)N2CCN(c3ccccc3C)CC2)cs1,15,17,0,31,-4,28,-5,5,-80
C=CCn1c(NCc2c[nH]c3ccccc23)nc2ccccc21,5,5,0,-2.6,2,13,0,2,10
Cc1ccc(NC(=O)Cn2nc(C)c([N+](=O)[O-])c2C)cc1Cl,-6,5,-5,0.3,-17,-24,3,13,4
O=C1CN(C(=O)CSc2nc(-c3ccc(Cl)cc3)cs2)c2ccccc2N1,7,6,-3,-0.2,-6,-6,0,-6,-2
Cc1cc(NCc2ccccc2)nc(-c2ccccc2O)n1,22,14,-4,-0.5,-2,17,-4,-1,1
C=C(c1cccc2ccccc12)P(=O)(O)O,-8,1,-1,2.6,19,4,-3,-14,-12
O=C(NCCCN1CCOCC1)c1ccccc1NS(=O)(=O)c1cc([N+](=O)[O-])ccc1Cl,20,1,5,-1.2,4,19,-4,-9,3
O=C(CSc1nnc2c(n1)[nH]c1ccccc12)OCc1ccccc1,12,1,2,-1.3,4,18,1,1,3
CC(Sc1cccc[n+]1[O-])C(=O)Nc1ccc(Oc2ccccc2)cc1 (stereo unspecified),8,2,-1,0.2,5,-14,-4,6,19
CCCCOc1ccc(NC(=S)Nc2cc(C)nc(SCCCC)n2)cc1,-7,1,-6,5.8,6,-16,-3,2,-83
CCc1ccc(NC(=O)C(CC)Sc2nc3ccsc3c(=O)n2CCC(=O)O)cc1 (stereo unspecified),-13,4,6,5.6,-3,-11,-6,-8,3
O=C1NCCCc2nonc21,7,12,-6,1.2,0,-2,3,2,-4
O=C(NCc1ccccc1Cl)C1=CC=CN2CCS(=O)(=O)N=C12,-9,2,8,0.8,2,-6,3,0,1
Cc1ccc(C)c(NC(=O)c2cccc(Oc3ccc([N+](=O)[O-])cc3Cl)c2)c1,3,4,-12,-0.2,-8,20,-5,4,-13
O=[N+]([O-])c1cccnc1SCc1c(F)cccc1Cl,3,10,-3,0.4,-9,52*,-2,4,20
Cc1ccc(S(=O)(=O)Nc2nccs2)cc1[N+](=O)[O-],1,1,-7,2.0,-9,-17,-1,17,12
Cc1ccc(N=C2NC(=O)CS2)c(C)c1,22,3,5,-2.6,4,0,-3,-1,21
Cc1cc2oc(=O)cc(CN3CCN(S(=O)(=O)c4cccs4)CC3)c2cc1C(C)C,15,7,-7,1.7,-7,37,-2,6,2
Cc1cc(NC(=O)CSc2nnc3ccccn23)no1,3,3,3,-1.6,-4,-7,0,2,8
Cc1cc(F)ccc1N1CCC(N2CCN(C)C(CCO)C2)CC1 (stereo unspecified),3,1,-7,-0.5,-3,-2,-2,1,-1
NC(=O)COC(=O)c1cccc2c1-c1ccccc1C2=O,4,1,2,-0.7,2,2,-1,11,-22
C[C@@H](C(=O)Nc1ccc2c(c1)OCCO2)n1nnc2ccccc2c1=O,6,4,-7,-0.2,9,-11,-2,9,-3
COc1cccc(NC(=O)c2cc(C(=O)Nc3cccc(OC)c3)n(C)n2)c1,5,15,-8,3.5,-7,42,-2,6,15

# A stretch taken from the entries so far:
SMILES,CHO-K1 Ca PAM,TAAR1 ag,CHRM5 PAM,CRFBP-R2 agonist,M4 PAM,TAAR1 antagonist,M5 ag,CHRM5 antagonist,CRFBP-R2 block
O=[N+]([O-])c1cccnc1SCc1c(F)cccc1Cl,3,10,-3,0.4,-9,52*,-2,4,20
Cc1ccc(S(=O)(=O)Nc2nccs2)cc1[N+](=O)[O-],1,1,-7,2.0,-9,-17,-1,17,12

# More compounds:
SMILES,CHO-K1 Ca PAM,TAAR1 ag,CHRM5 PAM,CRFBP-R2 agonist,M4 PAM,TAAR1 antagonist,M5 ag,CHRM5 antagonist,CRFBP-R2 block
COC(=O)c1nn(-c2ccc(Oc3ccccc3)cc2)c(=O)cc1O,14,10,-4,0.4,4,-28,1,10,4
CSCCC(NC(=O)COc1ccccc1)C(=O)OC(C)C(=O)Nc1ccccc1C (stereo unspecified),-17,-1,6,-2.8,5,-14,-1,-2,-13
O=C(CSc1nncs1)Nc1ccc(Cl)cn1,26,2,-2,2.9,2,-2,-2,6,-2
COc1ccc(CC(=O)NCc2nnc(SCC(=O)N3CCN(c4ccccc4)CC3)n2C)cc1,24,2,2,-0.5,6,-7,-6,1,7
O=C(c1cccs1)N1CCN(Cc2ccccc2[N+](=O)[O-])CC1,10,2,-6,-2.1,-5,4,-1,-3,-6
Cc1cc[n+](C(C)C(=O)c2ccc(-c3ccccc3)cc2)cc1 (stereo unspecified),22,2,3,-0.1,-13,5,-16,8,0
O=C(O)c1cc(NS(=O)(=O)c2ccc(N3CCOCC3)c([N+](=O)[O-])c2)cc(C(=O)O)c1,-6,2,-2,-4.7,0,-4,-1,5,20

# Assay outcomes from PubChem BioAssay.
